Screening data deposited in PubChem by several laboratories.
HIV peptide binding – inhibitors of HIV fusion peptide binding, primary screen, biochemical, uHTS, fluorescence dequenching (AID 1986); cell-free peptide binding, fluorescence dequenching, 30 min; higher % means a stronger effect; inhibition, % at 20 µM; hits with a dose series show IC50 in µM; 290,000 tested, 0.3% active; in the data active = inhibition mostly above about 52%, no sharp cut-off; inactive = mostly below about 76%; note: some results filed as inactive read as strong as hits
Salmonella PhoP GFP – inhibitors of PhoP regulon expression, primary screen, Salmonella Typhimurium, GFP reporter (AID 1863) | S. Typhimurium PhoP-regulated promoter GFP reporter, 4 h; higher % means a stronger effect | inhibition, % at 50 µM; hits with a dose series show IC50 in µM | 300,000 tested, 0.16% active;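 active = inhibition over 29.93%, a cutoff 3 SD above the screen mean, later confirmed by dose response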;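 note: 0% = low Mg2+ inducing control and 100% = high Mg2+ repressing control; strong numbers were not always called active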
KOR beta-arrestin-1 – KOR agonists, beta-arrestin recruitment, primary screen, cell-based, luminescence, uHTS (AID 1777). Kappa-type opioid receptor (Homo sapiens). KOR beta-arrestin recruitment, luminescence; higher % means a stronger effect. activation, % at 10 µM; hits with a dose series show EC50 in µM. 280,000 tested, 0.02% active; in the data active = activation above about 50%, passing the limit was not always enough; note: a part of the inactive calls stands beside numbers as strong as those of hits
Siah-1 displacement – Siah-1 peptide-binding antagonists, primary screen, biochemical, fluorescence polarization, rhodamine-plectin, uHTS (AID 1817). E3 ubiquitin-protein ligase SIAH1 (Homo sapiens). Siah-1 / rhodamine-plectin peptide fluorescence polarization; higher % means a stronger effect. displacement, % at 20 µM, or IC50 in µM where a hit was titrated. 290,000 tested, 0.02% active;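 active = displacement of at least 50% at 20 µM, with a fluorescence ratio check between 0.3 and a set limit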;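 note: plate controls were Siah plus tracer with DMSO for no effect and tracer alone without Siah for full effect; strong numbers were not always called active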
NOD2 inhibition – NOD2 signaling inhibitors, cell-based, luminescence, uHTS, HEK293 (AID 1566); HEK293 NOD2/NF-kB luciferase reporter, luminescence; higher % means a stronger effect; inhibition, % at 4 µM; hits with a dose series show EC50 in µM; 290,000 tested, 0.63% active; note: many of its hits are not listed in these tables
NOD1 NF-kB reporter – NOD1 signaling inhibitors, primary screen, cell-based, luminescence, uHTS (AID 1578); NOD1-driven NF-kB luciferase reporter cells, luminescence; higher % means a stronger effect; inhibition, % at 4 µM; hits with a dose series show EC50 in µM; 290,000 tested, 1% active; in the data active = inhibition mostly above about 36%, no sharp cut-off; inactive = mostly below about 34%;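 note: HEK-293T reporter cells stimulated with the NOD1 agonist gamma-tri-DAP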
Myeloid diff MLP – induction of myeloid progenitor differentiation, primary screen, cell-based, flow cytometry, MLPCN library | calls only at 10 µM | ER-HoxA9 myeloid progenitors, lysozyme-GFP differentiation | 360,000 tested, 1% active;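 active = normalized GFP-positive differentiation at or above the plate's own cutoff, the solvent-only control mean plus 3 SD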;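 note: cells exposed to compound for four days before flow analysis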
LYP inhibition – inhibitors of LYP phosphatase, biochemical, fluorescence intensity, uHTS (AID 1779); inhibition, % at 11.5 µM, or IC50 in µM where a hit was titrated; 290,000 tested, 0.054% active; Tyrosine-protein phosphatase non-receptor type 22 (Homo sapiens); recombinant LYP phosphatase, fluorescence intensity; higher % means a stronger effect;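 note: plate controls were vehicle with enzyme for no effect and no enzyme for full effect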
KOR beta-arrestin-2 – KOR antagonists, beta-arrestin recruitment, cell-based, luminescence, uHTS (AID 1778) | inhibition, % at 10 µM; hits with a dose series show IC50 in µM | 290,000 tested, 0.091% active | KOR beta-arrestin recruitment, luminescence, antagonist mode; higher % means a stronger effect | Kappa-type opioid receptor (Homo sapiens); note: strong numbers were not always called active
Myeloid diff MLP GFP+ MAC1+ % – recorded beside Myeloid diff MLP, whose call it bears; GFP+ MAC1+ double positive, %; measured here: differentiation confirmed by MAC1 staining
Starred values were filed as active, the others as inactive; i = inactive; x = not tested or not shown; & = joins results of further samples; [ ] = another dose, or the depositor's remark. Cut-off read from the data, not from the text of the source, unless noted: active = inhibition above about 50%; inactive = the rest.

Values run as follows: HIV peptide binding	Salmonella PhoP GFP	KOR beta-arrestin-1	Siah-1 displacement	NOD2 inhibition	NOD1 NF-kB reporter	Myeloid diff MLP	Myeloid diff MLP GFP+ MAC1+ %	LYP inhibition	KOR beta-arrestin-2
O=S(=O)(O)c1cc(O)c2c(O)c(N=Nc3cc(Cl)ccc3O)c(S(=O)(=O)O)cc2c1
→ 56%*	x	-2.7%	5.1µM*	6%	-2%	i	0.4	3%	8%
O=C(COc1ccccc1)N1CCCCCCC1
→ -0.5%	-7%	-1.0%	0%	-10%	-19%	i	0.4	-13%	-7%
Cc1cnc(C(=O)OCC(=O)N=c2sccn2Cc2ccccc2Cl)cn1
→ -1.8%	-6%	9.2%	-6%	22%	7%	i	1.3	-12%	-12%
CN1Cc2ccccc2CC1CNCc1c(C(=O)N2CCCC2)nc2ccccn12 (stereo not given)
→ -2.2%	11%	-0.2%	5%	14%	22%	i	0.2	-8%	-6%
Cc1ccc(S(=O)(=O)N2CCN(C(=O)CCC(=O)OCC(=O)Nc3cccc(C#N)c3)CC2)cc1
→ 4.2%	15%	-3.1%	-5%	7%	2%	i	1.0	-3%	-20%
CCOC(=O)c1c(-c2cccs2)csc1NC(=O)CCCC(=O)O
→ 2.1%	-2%	9.1%	0%	1%	-1%	i	9.3	-4%	-8%
O=C(c1cccnc1)N(Cc1ccccc1)c1ccccc1
→ -0.9%	-7%	5.6%	1%	-8%	-5%	i	9.1	-10%	-16%
Cc1nnc(SCC(=O)NC2CCCCCC2)n1C(C)C
→ -0.2%	5%	2.5%	7%	0%	-27%	i	1.7	-10%	18%
COc1cc(C2c3c(oc4cc(C)c(C)cc4c3=O)C(=O)N2c2cc(C)ccn2)ccc1O (stereo not given)
→ -0.6%	-1%	1.4%	3%	10%	-14%	i	1.1	-1%	2%
O=C(N/N=C/c1cccc2nccnc12)c1ccncc1
→ 1.1%	2%	0.9%	-3%	17%	9%	i	0.9	-4%	27%
COc1ccccc1N1CCN(c2ncnc3sc(C(=O)NCC4CCCO4)c(C)c23)CC1 (stereo not given)
→ 1.9%	-9%	2.6%	4%	19%	-4%	i	4.6	-4%	-29%
CSCCC(NC(=O)OCc1ccccc1)C(=O)O (stereo not given)
→ -3.8%	-2%	6.3%	3%	8%	3%	i	1.8	-8%	-39%
COc1cccc(C2C(C(=O)c3cccs3)=C(O)C(=O)N2c2cc(C)on2)c1 (stereo not given)
→ 3.8%	-3%	2.0%	1%	-5%	-6%	i	1.3	-7%	5%
Cc1cc(C)cc(OCC(=O)Nc2ccc(F)cc2)c1
→ -5.7%	0%	4.3%	2%	10%	x	i	4.3	2%	-38%
COc1cc(NC(=O)C2CCC(CNc3c(N4CCC(C)CC4)c(=O)c3=O)CC2)cc(OC)c1 (stereo not given)
→ 0.7%	2%	1.8%	5%	9%	6%	i	1.4&1.2	0%	-9%
CC(=O)OC1CSc2nc3ccccc3n2C1 (stereo not given)
→ -1.3%	-3%	-1.3%	-2%	10%	-20%	i	0.8	-6%	-8%
CC(C)(C)c1ccc(S(=O)(=O)NCC(=O)N2CCN(C(=O)c3ccco3)CC2)cc1
→ 1.3%	-2%	0.9%	-6%	13%	-23%	i	5.6	-2%	24%
Cc1sc2nc(CN3CCOCC3)[nH]c(=O)c2c1-c1ccccc1
→ -1.3%	-1%	-5.0%	0%	-1%	-6%	i	0.3	-5%	-6%
CCC(=O)N1CCN(c2ccc(NC(=O)c3ccc(N4CCOCC4)c([N+](=O)[O-])c3)cc2)CC1
→ -0.1%	4%	-3.6%	5%	11%	-16%	i	0.9	-10%	3%
N#Cc1c(N)nc(SCC(=O)NCc2ccc3c(c2)OCO3)c(C#N)c1-c1cccs1
→ 0.6%	-9%	1.7%	3%	-4%	-6%	i	0.4	-10%	-3%
O=C1/C(=C\c2ccc(O)c(O)c2)N=C2CCCCCN12
→ 16%	-1%	-4.5%	5%	-16%	-3%	i	0.4	-4%	44%
CCN(CCCNC(=O)C1CCCN(S(=O)(=O)c2cnc[nH]2)C1)c1ccccc1 (stereo not given)
→ 1.7%	1%	-3.7%	-8%	-4%	-25%	i	1.2	2%	-32%
Cc1ccc(C)c(Oc2coc3cc(O)ccc3c2=O)c1
→ -1.5%	5%	-7.2%	1%	3%	-5%	i	0.6	-5%	-7%
O=C(Nc1ccc(F)cc1)Nc1ccc2ccccc2n1
→ -0.8%	4%	0.4%	3%	-21%	-4%	i	0.3	-8%	1%
COCCNC(=O)c1ccc(C)c(NC(=O)C2=C(C)OCCS2)c1
→ 0.0%	-5%	1.3%	5%	-20%	-10%	i	0.8	0%	-24%
COc1cc(SC)ccc1C(=O)OCC(=O)NCCNC(=O)COC(=O)c1ccc(SC)cc1OC
→ 1.2%	-8%	0.0%	7%	10%	-32%	i	0.3	-8%	-7%
O=C(CC1C(=O)NCCN1Cc1ccccc1)NC1CCCCCC1 (stereo not given)
→ 2.6%	1%	0.1%	1%	1%	-20%	i	4.0	-6%	-2%
Cc1ccc(C(=O)CC(=O)c2ccc(C(C)(C)C)cc2)cc1
→ 0.7%	x	-5.8%	18%	-6%	-25%	i	0.5	1%	4%[20 µM]
Cc1ccc(SC/C(O)=C(\C#N)c2nc3ccccc3n2C)cc1
→ 1.3%	3%	-4.1%	0%	-63%	-10%	i	0.6	-13%	23%
O=C(NCCc1ccccc1)c1ccccc1F
→ -0.2%	3%	-3.3%	-3%	-81%	-32%	i	0.7	-9%	5%

Part of the list above, reduced to LYP inhibition, Siah-1 displacement and NOD2 inhibition:
Compound | LYP inhibition | Siah-1 displacement | NOD2 inhibition
COc1cc(SC)ccc1C(=O)OCC(=O)NCCNC(=O)COC(=O)c1ccc(SC)cc1OC | -8% | 7% | 10%
O=C(CC1C(=O)NCCN1Cc1ccccc1)NC1CCCCCC1 (stereo not given) | -6% | 1% | 1%

The list continues.
Values run as follows: HIV peptide binding	Salmonella PhoP GFP	KOR beta-arrestin-1	Siah-1 displacement	NOD2 inhibition	NOD1 NF-kB reporter	Myeloid diff MLP	Myeloid diff MLP GFP+ MAC1+ %	LYP inhibition	KOR beta-arrestin-2
CN(C)S(=O)(=O)c1ccc(C(=O)NNC(=O)C2COc3ccccc3O2)cc1 (stereo not given)
→ -3.0%	-6%	4.2%	7%	2%	2%	i	0.4	-6%	-34%
COC(=O)c1ccccc1C(=O)c1cccc2ccccc12
→ -2.0%	4%	-2.1%	-4%	-6%	30%	i	0.4	-11%	6%
Nc1c(N2CCN(c3ccccc3)CC2)c2ccccc2oc1=O
→ 2.3%	0%	-10%	5%	7%	61%*	i	3.6	-1%	25%
CCOC(=O)N1CCC(NC(=O)C2CCN(S(=O)(=O)c3c(C)noc3C)CC2)CC1
→ -1.5%	-6%	-4.4%	-4%	9%	11%	i	1.3	-11%	-30%
O=C(Cc1nc2ccccc2[nH]1)c1ccc(Br)cc1
→ 4.0%	8%	1.4%	-1%	-22%	-55%	i	1.2	3%	14%
CCCCNc1c(N)n(CCCC)c(=O)[nH]c1=O
→ -2.2%	-8%	1.8%	16%	9%	-7%	x	x	-6%	-9%
O=C1C=C(NCc2ccc(Cl)c(Cl)c2)CC1
→ -1.4%	5%	-0.2%	-3%	-85%	-5%	i	0.2	-8%	-36%
OC(COc1ccc(CN2CCSCC2)cc1)CN1CCCCC1 (stereo not given)
→ 1.6%	2%	-3.1%	7%	20%	-28%	i	0.0	-4%	-20%
CCCc1cc(=O)[nH]c(Nc2cc(OC)ccc2OC)n1
→ -2.8%	-4%	-4.3%	3%	4%	-14%	i	0.8	-7%	9%
Nn1c(-c2cccc(Br)c2)n[nH]c1=S
→ 1.1%	26%	-9.1%	-2%	0%	-12%	i	1.0	-3%	-3%
COc1ccc(-c2cn(CCC(=O)NCc3ccc(C)cc3)c(-c3ccncc3)n2)cc1
→ 1.0%	2%	-2.3%	6%	-1%	-24%	i	1.2	-1%	0%[20 µM]
COc1ccc2c(c1)-c1c(ssc1=S)C(C)(C)N2C(=O)CSC1=NCCS1
→ -1.8%	-1%	-4.5%	-4%	-6%	-15%	i	0.5	3%	-6%
Cc1ccc2c(c1)N(C(=O)CCC(=O)N1CCC(C(N)=O)CC1)CCO2
→ -1.3%	x	-0.9%	-2%	11%	-32%	i	4.3	-10%	-2%[20 µM]
CCN1CC(CN(C)Cc2nc(-c3ccco3)oc2C)CC1=O (stereo not given)
→ 0.1%	3%	0.1%	0%	11%	-24%	i	0.4	-11%	2%
CCCc1noc2c1C(c1ccoc1)C(C#N)=C(N)N2 (stereo not given)
→ -2.2%	15%	25%	-3%	-12%	-16%	i	0.8	-7%	-140%
CCOc1ccc(N2C(=O)CC(N(CCc3ccc(OC)cc3)C(=O)c3cccc(F)c3)C2=O)cc1 (stereo not given)
→ 2.7%	4%	-3.1%	-2%	0%	-14%	i	0.4	4%	12%
O=C(NC(C(=O)c1ccccc1)n1c(=O)cc[nH]c1=S)c1ccccc1 (stereo not given)
→ -1.0%	2%	-4.4%	-5%	9%	-16%	i	2.1	-5%	-2%
Cc1ccc(S(=O)(=O)NN/C(=N/S(=O)(=O)c2ccccc2)c2ccccc2)cc1
→ 1.8%	-1%	-0.3%	1%	7%	-14%	i	1.1	2%	7%
O=c1c2ccccc2nc(CSc2ncnc3nc[nH]c23)n1-c1cccc(C(F)(F)F)c1
→ 0.2%	12%	-0.5%	1%	-6%	0%	i	0.7	-6%	-22%
COc1ccc(Cl)cc1N(CC(=O)Nc1ccccc1C(=O)N1CCCC1)S(C)(=O)=O
→ 0.7%	-7%	5.0%	0%	4%	-33%	i	1.1	-8%	-52%
O=C(Nc1ccccc1Cl)c1cc(=O)c2ccccc2o1
→ 1.6%	-5%	-2.3%	0%	-28%	-30%	i	0.5	-5%	-39%[20 µM]
COc1ccccc1OCCCOc1c(Cl)cc(C)cc1Cl
→ 0.2%	0%	3.6%	6%	16%	11%	i	0.7	-6%	-4%
N#Cc1c(-n2ccnc2)cccc1-n1ccnc1
→ -3.4%	2%	3.1%	4%	13%	14%	i	0.4	-9%	-18%
CCOC(=O)CC(NC(=O)Cc1ccc(F)cc1)c1ccccc1Cl (stereo not given)
→ 1.4%	-3%	0.1%	1%	-15%	-29%	i	0.4	-1%	11%
CCc1cc(-c2n[nH]c(C)c2-c2nc3ccccc3n2C)c(O)cc1O
→ -3.2%	-5%	x	0%	-5%	-4%	x	x	-7%	-25%[20 µM]
COc1cc2c(cc1OC)CN(CC(=O)Nc1ccc(F)cc1)C(C(=O)O)C2 (stereo not given)
→ -0.6%	-2%	-3.6%	4%	-2%	-2%	i	0.4	-8%	24%
CC1=C(C(=O)Nc2ccc(Cl)cc2)C(c2cccs2)n2nnnc2N1 (stereo not given)
→ -0.3%	9%	1.3%	-1%	17%	16%	i	0.6	-6%	-1%

Not all compounds are listed (hit frequency here may not be typical).
